E-sel TNF inh – TNF alpha driven E-selectin expression inhibition; HUVEC TNFa-induced E-selectin immunofluorescence, high content; inhibition, % at 2 µM; 120,000 compounds, 0.71% hits;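 active = inhibition above the batch mean plus 3 SD, and confirmed as a hit on visual image review, cut at about 43% in these data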;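 note: 0% = TNF-stimulated DMSO wells and 100% = unstimulated control wells; not every result past the cut was called active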
NPY-Y2 antag – blocks the human neuropeptide Y Y2 receptor; P49146; NPY-Y2 expressing cells, antagonist mode; inhibition, % at 2.7 µM; 140,000 compounds, 0.99% hits; AID 793; in the data active = inhibition above about 17%;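 note: 0% = vehicle with agonist challenge and 100% = reference antagonist with challenge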
GALR2 antag – antagonists of human galanin receptor 2 (GALR2); O43603; GALR2-expressing cells, antagonist mode; inhibition, % at 4 µM; 140,000 compounds, 0.39% hits; in the data active = inhibition above about 27%;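 note: cells stimulated with galanin 1-16 at roughly its EC80; 0% = agonist challenge control and 100% = basal control without agonist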
Target sequence (O43603 whole entry, looked up): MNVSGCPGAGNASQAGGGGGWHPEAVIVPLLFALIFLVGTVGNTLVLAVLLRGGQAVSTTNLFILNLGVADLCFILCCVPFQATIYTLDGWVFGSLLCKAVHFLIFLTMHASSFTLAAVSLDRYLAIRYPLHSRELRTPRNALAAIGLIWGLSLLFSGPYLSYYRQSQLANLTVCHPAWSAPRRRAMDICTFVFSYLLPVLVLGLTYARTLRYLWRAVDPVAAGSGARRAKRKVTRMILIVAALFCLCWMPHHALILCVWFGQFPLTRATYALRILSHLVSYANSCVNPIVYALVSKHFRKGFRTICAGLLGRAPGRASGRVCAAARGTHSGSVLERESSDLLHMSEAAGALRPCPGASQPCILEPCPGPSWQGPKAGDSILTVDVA
An asterisk follows results filed as active. This is a subset. The share of hits here may be higher or lower than overall.

`COc1ccc(NC(=O)N(Cc2cccnc2)Cc2ccccc2Cl)c(OC)c1` gave E-sel TNF inh -3, NPY-Y2 antag -2 and GALR2 antag 3.
CN(Cc1ccccc1)C(=O)CSc1nc2c(c(C(F)(F)F)n1)CCc1ccccc1-2 was read as E-sel TNF inh 2, NPY-Y2 antag 1 and GALR2 antag 8.
Clc1cccc(-c2nnc3sc(-c4ccccc4)nn23)c1 was read as E-sel TNF inh 8, NPY-Y2 antag 4 and GALR2 antag 8.
Screening CCN(Cc1nc2ccccc2c(=O)[nH]1)Cc1cc(=O)oc2cc(C)c(C)cc12 returned E-sel TNF inh -8, NPY-Y2 antag 4 and GALR2 antag 0.
`Cn1c(=O)c(=O)n(C)c2cc(S(=O)(=O)N3CCC(N4CCCCC4)CC3)ccc21` gave E-sel TNF inh 0, NPY-Y2 antag 0 and GALR2 antag 3.
For CN(C)CCNC(=O)c1ccc(CS(=O)(=O)c2ccc(Br)cc2)o1 the results were E-sel TNF inh 8, NPY-Y2 antag -1 and GALR2 antag 0.

Molecules above containing sulfur, in the order listed:
CN(Cc1ccccc1)C(=O)CSc1nc2c(c(C(F)(F)F)n1)CCc1ccccc1-2 was read as E-sel TNF inh 2, NPY-Y2 antag 1 and GALR2 antag 8.
Clc1cccc(-c2nnc3sc(-c4ccccc4)nn23)c1 was read as E-sel TNF inh 8, NPY-Y2 antag 4 and GALR2 antag 8.
`Cn1c(=O)c(=O)n(C)c2cc(S(=O)(=O)N3CCC(N4CCCCC4)CC3)ccc21` gave E-sel TNF inh 0, NPY-Y2 antag 0 and GALR2 antag 3.
For CN(C)CCNC(=O)c1ccc(CS(=O)(=O)c2ccc(Br)cc2)o1 the results were E-sel TNF inh 8, NPY-Y2 antag -1 and GALR2 antag 0.

Bioassay records: PubChem BioAssay, several laboratories
